# JMJD2A Tudor inh: qHTS Assay for Inhibitors of JMJD2A-Tudor Domain | Lysine-specific demethylase 4A (Homo sapiens), O75164 | AlphaScreen JMJD2A-Tudor / H3K4me3 peptide binding | Potency, µM (titrated, usually from 114 µM), without a hit: top-dose activity change, negative = inhibition, most hits filed as inhibitors | hit rate 4.4% among 390,000 | AID 504339, 2011; further: potency means the concentration at half of the fitted maximal effect; on the % scale 0 is the no-effect control and ±100 the full control effect; nearly all actives have a fitted effect of over 50% in size
# Pol eta inh: qHTS for Inhibitors of Polymerase Eta; hit rate 1.2% among 390,000; DNA polymerase eta (Homo sapiens), Q9Y253; AID 588591, 2011; recombinant Pol eta, fluorescent DNA replication assay; Potency, µM (doses to about 114 µM), inactives show at the top dose activity change, negative = inhibition, most hits filed as inhibitors; further: potency means the concentration at half of the fitted maximal effect; on the % scale 0 is the no-effect control and ±100 the full control effect
# Target sequence (Q9Y253 whole entry, looked up): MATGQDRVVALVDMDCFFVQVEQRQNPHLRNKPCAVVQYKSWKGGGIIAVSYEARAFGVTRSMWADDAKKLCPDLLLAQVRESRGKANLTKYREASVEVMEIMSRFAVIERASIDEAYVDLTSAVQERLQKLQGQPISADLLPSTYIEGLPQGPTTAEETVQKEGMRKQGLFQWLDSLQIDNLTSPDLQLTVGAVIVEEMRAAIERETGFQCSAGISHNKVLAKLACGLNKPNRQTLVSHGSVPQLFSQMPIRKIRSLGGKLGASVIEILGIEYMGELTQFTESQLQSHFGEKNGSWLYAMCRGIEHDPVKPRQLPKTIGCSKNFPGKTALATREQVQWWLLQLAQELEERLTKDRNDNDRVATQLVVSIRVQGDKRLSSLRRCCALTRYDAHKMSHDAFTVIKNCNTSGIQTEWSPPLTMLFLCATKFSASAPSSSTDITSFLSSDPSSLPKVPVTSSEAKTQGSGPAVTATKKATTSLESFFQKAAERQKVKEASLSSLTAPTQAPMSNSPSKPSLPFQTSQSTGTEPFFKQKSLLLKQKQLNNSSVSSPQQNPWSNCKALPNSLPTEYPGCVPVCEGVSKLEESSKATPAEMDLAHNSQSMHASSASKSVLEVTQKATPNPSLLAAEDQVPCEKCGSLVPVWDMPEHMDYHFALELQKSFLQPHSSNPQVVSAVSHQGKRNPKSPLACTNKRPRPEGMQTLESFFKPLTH
#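 Pol eta at 10 nM preincubated with compounds 15 min at room temperature; reaction started with fluorescent substrate (50 nM final) and read kinetically at 0 and 10 min.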
# GLS inh: qHTS for Inhibitors of Glutaminase (GLS) | Glutaminase kidney isoform, mitochondrial (Homo sapiens), O94925 | Potency, µM (highest dose often 45.5 µM), without a hit: at the top dose activity change, negative = inhibition, actives largely listed as inhibitors | hit rate 0.21% among 410,000 | AID 624170, 2012 | GLS enzymatic activity, qHTS titration; further: potency means the concentration at half of the fitted maximal effect; on the % scale 0 is the no-effect control and ±100 the full control effect
#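 Two-point fluorescence kinetic (t0, 30 min RT) for hKGA; glutamate detected via glutamate oxidase–HRP–Amplex Red. Substrate: 1 mM L-glutamine solution; buffer 45 mM KH2PO4, pH 8.2.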
# PI4K2A block: qHTS for small molecular inhibitors of PI4K2A | Phosphatidylinositol 4-kinase type 2-alpha (Homo sapiens), Q9BTU6 | purified PI4K2A, ADP-Glo luminescence, 1 h; stronger effect = lower value | activity change, negative = inhibition, % at 76.9 µM | hit rate 0.13% among 420,000 | AID 1346378, 2018; in the data active means activity change below about -50%; inconclusive means mostly about -30% to -49%;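 further: -100% = wells without enzyme as full effect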
#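 In this quantitative HTS, ADP production by PI4K2A was quantified luminescently after 1 h at ambient temperature; 100 microM adenosine served as plate-quality control.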
# G9a inh: qHTS Assay for Inhibitors of Histone Lysine Methyltransferase G9a; Potency, µM (doses to about 102 µM), inactives show top-dose activity, negative = inhibition, actives largely listed as inhibitors; hit rate 8.8% among 350,000; Histone-lysine N-methyltransferase EHMT2 (Homo sapiens), Q96KQ7; AID 504332, 2011; G9a H3K9 monomethylation, AlphaScreen, 2 h; further: potency means the concentration at half of the fitted maximal effect; on the % scale 0 is the no-effect control and ±100 the full control effect; nearly all actives have a fitted effect of over 75% in size
#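 AlphaScreen detection with an anti-monomethyl H3K9 antibody quantified product after a 2 h room-temperature reaction containing 500 nM biotinylated H3K9 peptide, 20 µM SAM and 20 nM enzyme, which had been preincubated 15 min with compound.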
# HP1b binding inh: HTS for Inhibitors of HP1-beta Chromodomain Interactions with Methylated Histone Tails | Chromobox protein homolog 1 (Homo sapiens), P83916 | AlphaScreen HP1-beta / biotin-H3K9me3 peptide binding | Potency, µM (titrated, usually from 114 µM), inactives show at the top dose activity change, negative = inhibition, most hits filed as inhibitors | hit rate 0.56% among 390,000; further: potency means the concentration at half of the fitted maximal effect; nearly all actives have a fitted effect of over 70% in size; inactives centre near 23
# Target sequence (P83916 whole entry, looked up): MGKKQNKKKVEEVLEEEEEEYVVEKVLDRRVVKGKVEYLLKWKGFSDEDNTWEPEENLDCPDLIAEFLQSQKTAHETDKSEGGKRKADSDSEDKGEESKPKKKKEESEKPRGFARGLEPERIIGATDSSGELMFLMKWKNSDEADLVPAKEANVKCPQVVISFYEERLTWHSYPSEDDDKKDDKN
#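 HP1-beta protein (50 nM final) preincubated 30 min at room temperature with biotinylated H3(1-18)K9me3 peptide (50 nM) in PBS pH 7.4, 0.01% Tween-20, then compound added for 30 min. AlphaScreen streptavidin donor/nickel chelate acceptor beads (10 ug/mL final), 30 min dark, luminescence read.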
# Pin1 inh: qHTS Assay to Find Inhibitors of Pin1; Peptidyl-prolyl cis-trans isomerase NIMA-interacting 1 (Homo sapiens), Q13526; Pin1 FP peptide displacement, HiFluor488, 10 min; Potency, µM (doses to about 115 µM), inactives show top-dose activity, negative = inhibition, hits mostly inhibitors; hit rate 0.009% among 390,000; AID 504891, 2011; active means well fitted inhibition curve with a large enough effect in the polarisation, with a control signal flat, not every such curve was filed as active; inconclusive means small, poorly fitted or top-dose-only effect, or effect the other way, or a change in a side signal; inactive means no such curve, though single readings can be large or run the other way; the % refers to the polarisation; further: potency means the concentration at half of the fitted maximal effect; on the % scale 0 is the no-effect control and ±100 the full control effect
# Target sequence (Q13526 whole entry, looked up): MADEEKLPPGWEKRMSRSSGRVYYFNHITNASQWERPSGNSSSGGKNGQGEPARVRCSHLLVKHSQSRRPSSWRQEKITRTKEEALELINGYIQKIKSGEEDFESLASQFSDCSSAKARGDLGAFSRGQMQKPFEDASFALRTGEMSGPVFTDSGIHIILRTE
# BAZ2B inh: qHTS Assay for Inhibitors of BAZ2B; hit rate 4.4% among 360,000; Bromodomain adjacent to zinc finger domain protein 2B (Homo sapiens), Q9UIF8; Potency, µM (titrated, usually from 114 µM), for inactives: at the highest dose activity change, negative = inhibition, hits mostly inhibitors; AlphaScreen BAZ2B-H3K14Ac peptide displacement; AID 504333, 2011; further: potency means the concentration at half of the fitted maximal effect; on the % scale 0 is the no-effect control and ±100 the full control effect; nearly all actives have a fitted effect of over 60% in size
#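 Complex of BAZ2B and biotin-H3K14Ac (50 nM apiece) forms over 30 min at RT, then faces library compounds up to 110 uM for another 30 min; AlphaScreen beads added, 20 min dark incubation, luminescence read.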
# Tb PGK inh: qHTS Assay to Find Inhibitors of Phosphoglycerate Kinase | PGK/GAPDH coupled, Kinase-Glo luminescence, 60 min | Potency, µM (series often up to 57.5 µM), for inactives: at the top dose activity change, negative = inhibition, usual class: inhibitors | hit rate 0.043% among 380,000 | AID 602233, 2012; further: potency means the concentration at half of the fitted maximal effect; on the % scale 0 is the no-effect control and ±100 the full control effect; nearly all actives have a fitted effect of over 60% in size
#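 Recombinant glycosomal PGK reaction used 1,3-bisphosphoglycerate generated in-well by GAPDH (100nM final) in 100mM TEA pH 7.6, 5mM MgCl2, 0.01% Tween-20. After 60 minutes at room temperature, ATP was read by Kinase-Glo Plus luminescence end-point.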
# * marks the source's active call; other numbers are inactive results; i = inactive; u = inconclusive; x = not tested or not shown; & = joins results of further samples; [ ] = remark or other dose. Unless noted, the call rests on the fitted dose curve; in most records, active means well fitted curve in the direction sought with a large enough effect; inconclusive means small, poorly fitted or top-dose-only effect, or another doubt; inactive means no such curve, though single readings can be large; an effect the other way counts as inactive or inconclusive.
# Values run as follows: JMJD2A Tudor inh, Pol eta inh, GLS inh, PI4K2A block, G9a inh, HP1b binding inh, Pin1 inh, BAZ2B inh, Tb PGK inh
O=C(NCc1nc(-c2ccccc2)no1)Nc1ccc(F)cc1
→ -5%, -8%, 14%, -1, x, 25%, -4%, -4%, -1%
COc1cc(/C=C(\C#N)c2nnc(N3CCOCC3)n2-c2ccccc2)ccc1O
→ -13%, 2%, 44%[activator], 2, u, 21%, 19%, -2%, x
CCN(CC)S(=O)(=O)c1ccc(C(=O)NC(=S)N(CCC#N)Cc2cccnc2)cc1
→ -9%, 0%, 6%, -7, 13µM*, 18%, -3%, 4%, -6%
Nc1ccc(-c2cnc(-c3ccc(N)cc3)nc2)cc1
→ -9%, -2%, 3%, -3, 3%, 5%, -1%, -34%, -6%
Cc1ccnc(N2CCC(C(=O)Nc3ccc4c(c3)OCCO4)CC2)n1
→ -3%, -15%, 0%, -2, -3%, 34%, 3%, -16%, -7%
NC1=NC(=Nc2cccc(Cl)c2)c2ccccc21
→ -9%, -6%, -1%, -4, -43%[59 µM], 45%[activator], -1%, u, -10%
CCc1ccc(NC(=O)CN(CC(=O)Nc2ccc(CC)cc2)CC(C)O)cc1 (stereo not given)
→ u, -24%, 8%, 1, -27%[2.33 µM], 1%, -13%, -18%, x
CN(C)S(=O)(=O)c1ccc(C(=O)OCC(=O)c2csc(N3CCCCC3)n2)cc1
→ -35%, 79µM*, -9%, -7, -13%[59 µM], 39%[activator], 3%, -1%, -6%
O=C(Nc1cc(Sc2ccccn2)cc([N+](=O)[O-])c1)c1cccc(Cl)c1
→ u, -18%, 19%, -2, -29%[59 µM], -19%, 12%, u, -1%
O=C(c1cc2nc(-c3ccccc3)cc(-c3ccccc3)n2n1)N1CCN(C(=O)c2ccco2)CC1
→ -14%, u, 2%, -10, -10%[59 µM], 40%[activator], 14%, 2%, -9%
O=C(CNC(=O)c1ccc(Br)cc1)OCC(=O)c1ccccc1
→ 4%, -7%, 2%, 3, u, 45%[activator], -1%, 4%, 6%
COc1ccc(Cn2ccc3nc(C)c(C(=O)N4CCN(c5ccccc5)CC4)cc3c2=O)cc1
→ -4%, -9%, 7%, 1, 0%[59 µM], 49%[activator], 5%, -2%, -10%
CC(C)(C)NC(=O)NC(=O)COC(=O)c1cccc(OC(F)F)c1
→ 7%, -3%, -7%, -3, 34%, 48%[activator], -11%, 7%, -12%
O=C(Nc1ccc(C(=O)N2CCCCC2)cc1)C1CCCCC1
→ 3%, -4%, 8%, -3, 23%[2.33 µM], 25%, 1%, 10%, -6%
Cn1nnnc1SCC(=O)NCc1cc([N+](=O)[O-])ccc1O
→ -7%, 3%, 5%, 3, -21%, -2%, 0%, -17%, 2%
COc1ccc(COCC(O)CN2CCCCC2)cc1OC (stereo not given)
→ -12%, -3%, 1%, 2, 9%[59 µM], 15%[57 µM], -1%, -2%, 8%
CCN(CC)CCNCc1ccc(OCc2ccc(Cl)nc2)c(OC)c1
→ -22%, -10%, 2%, -5, u, 37%[activator], 0%, -22%, -8%
CN(C)c1ccc(NC(=O)CSc2nc3ccccc3c(=O)n2C2CCCCC2)cc1
→ 7.9µM*, -14%, -8%, -1, 7.9µM*, u, 3%, 10µM*, -7%
CC1C/C(=N/O)C(C)CN1 (stereo not given)
→ -5%, -3%, 9%, -5, -3%, 20%, 0%, -13%, -7%
Cc1cccc2cc(C#N)c(NCCNS(=O)(=O)c3ccc4c(c3)OCCO4)nc12
→ 14%, -6%, 2%, 4, -1%, 59%, 22%, 34%[activator], -7%
COC(=O)CN1C(=S)N(c2ccc(OC)cc2)C(=O)/C1=C/c1ccc(OC)cc1
→ -33%, -10%, -13%, 0, -11%[12.7 µM], 7%, 12%, -35%, -1%
Cc1c(CCC(=O)N[C@@H](C)C(=O)O)c(=O)oc2cc3occ(-c4ccccc4)c3cc12
→ -22%, -20%, 2%, -3, 44%, 2%, u, -9%, 1%
Cc1cc(C)c(C)c(Cn2c(CO)nc3ccccc32)c1C
→ -28%, -17%, 1%, -3, 15%[59 µM], 27%, 5%, -26%, 1%
O=c1c2c(nc3nc(COc4ccccc4)[nH]n13)CCC2
→ 3%, -9%, -3%, -5, -33%[12.7 µM], 45%, -5%, 4%, -7%
COC(=O)c1c(NC(=O)c2cc3nc(-c4ccc(OC)cc4)cc(C(F)(F)F)n3n2)sc2c1CCCC2
→ -9%, -9%, u, 3, 1%[59 µM], -3%, 0%, 3%, 0%
O=C(OCC(=O)N1CCC(Cc2ccccc2)CC1)c1ccccc1
→ 10%, -17%, 3%, -5, 1%, 39%[activator], -1%, -5%, -2%
CCN(CCO)C(=O)CC1C(=O)NCCN1Cc1c(F)cccc1Cl (stereo not given)
→ -7%, -2%, 0%, 4, x, 12%[57 µM], -7%, -2%, -2%
O=C(COc1ccc(-n2cnnn2)cc1)NC1CCCCC1
→ -6%, -10%, 0%, 1, -12%[59 µM], 26%, 5%, 6%, -1%
Cn1c(=O)c2c(SCC(=O)NCc3ccco3)nc(-c3ccccc3F)nc2n(C)c1=O
→ -6%, 6%, 1%, -4, 6%[59 µM], 21%[57 µM], -2%, 0%, 0%
Cc1c(Cl)cccc1NC(=O)Cn1cnc(S(=O)(=O)N2CCCC2)c1
→ 2%&-5%, -6%&-19%, -10%&1%, -7&3, 8%, 10%&25%, -8%&-7%, -13%&-13%, -8%&9%
CC(Sc1nnc(NC2CCCCC2)s1)C(=O)Nc1ccc2c(c1)C(=O)c1ccccc1C2=O (stereo not given)
→ u, -15%, 0%, -6, 3.5µM*, -17%, 6%, -36%, i
COc1ccccc1CN1CCN(Cc2ccco2)CC1
→ 4µM*, -8%, -1%, -1, 45µM*, u, -6%, 25µM*, 0%
CCC12CN3CC(CC)(CN(C1)C3c1ccc(OC(C)C)cc1)C2=O (stereo not given)
→ -6%, -10%, -2%, 3, 7%[12.7 µM], 46%[activator], -3%, 10%, 5%
COc1ccccc1NS(=O)(=O)c1cccc(NC(=O)c2[nH]c(C)c(C(C)=O)c2C)c1
→ u, -6%, 7%, -2, -1%[12.7 µM], -8%, -18%, -24%, 2%
COc1ccc(C(=O)Nc2ccccc2N2CCOCC2)cc1S(=O)(=O)N1CCCC1
→ -1%, -8%, 5%, -3, -4%[12.7 µM], 30%, -8%, -3%, -1%
Cc1noc(NS(=O)(=O)c2ccc(NC(=O)C(C)(C)C)cc2)c1C
→ -11%, -2%, 5%, 0, 23%, 49%[activator], 2%, 0%, 2%
CC(=O)c1cccc(NC(=O)c2cc(C)no2)c1
→ -14%, -4%, -11%, -3, -8%[59 µM], 22%, -2%, 2%, -5%
CCc1nc2ccc(F)cc2c(C(=O)NC2CCCCC2C)c1C (stereo not given)
→ 11%, 0%, x, 0, -25%[12.7 µM], 30%[activator], -1%, -6%, 8%
COc1ccc(S(=O)(=O)Nc2cc3c4c(c2)CCN4C(=O)CC3)cc1C
→ -5%, -17%, -6%, -5, u, 24%, 0%, -26%, -11%
COc1ccc(S(=O)(=O)N2CCN(CC(=O)Nc3sccc3C(N)=O)CC2)cc1OC
→ -27%, -10%, 1%, 3, -9%[2.33 µM], 49%[activator], 0%, 2%, i
CCOC(=O)C1CCN(c2c(NCc3ccc(N(C)C)cc3)c(=O)c2=O)CC1
→ -17%, -2%, 46%[activator], -2, 3%[12.7 µM], 44%[activator], 16%, -4%, i
Cc1ccc(CNc2oc(COc3ccccc3Cl)nc2C#N)cc1
→ -33%, -6%, 7%, -8, u, 2%, 57%[activator], -38%, -1%
O=C(COc1ccc(-n2ccnc2)cc1)Nc1cccc(F)c1
→ -11%, -22%, 1%, -3, 25%[59 µM], 25%, -5%, -12%, -5%
Cc1c(NC(=S)N/N=C/c2ccc([N+](=O)[O-])cc2O)c(=O)n(-c2ccccc2)n1C
→ 45µM*, 6%, 25%, -11, 2%, 29%, u, 14µM*, 0%
Cc1ccc(S(=O)(=O)NCC(=O)OCC(=O)N2CCN(C(=O)c3ccco3)CC2)cc1C
→ -6%, -3%, -21%, 0, u, 30%, -8%, -2%, -2%
O=C(NNC(=O)C1COc2ccccc2O1)c1cccc([N+](=O)[O-])c1 (stereo not given)
→ -19%, -2%, 13%, 1, -19%, 7%, -2%, -12%, i
CN(C)CCO[C@@H](c1ccc(Cl)cc1)c1ccccn1
→ -19%, -3%, -3%, 0, u, 41%[activator], x, -2%, -2%
COc1ccc(-c2nn(-c3ccccc3)cc2C#N)cc1
→ 3%, -19%, 10%, 5, 0%, 40%[activator], 1%, 0%, 6%
Cc1ccc(C)c(OCCC(=O)Nc2ccc(S(=O)(=O)N3CCCC3)cc2)c1
→ -20%, -8%, 5%, -1, 14%[2.33 µM], 25%, 15%, -18%, -11%
COc1ccccc1N1CCN(C(=O)COc2cccc(C)c2C)CC1
→ -5%, -24%, 2%, 2, -13%, 41%[activator], -3%, -22%, -10%
O=Cc1ccnc(-c2ccc(OC(=O)c3ccco3)cc2)n1
→ -18%, -9%, -14%, -4, -4%, 4%, 1%, -1%, -4%
Cc1ccc(S(=O)(=O)NCCC(=O)NCc2cccnc2)cc1
→ 6%, -12%, 1%, 1, x, 35%, -3%, -3%, -3%

# An excerpt, so the mix of outcomes need not match the whole.
